# Pol iota inh – inhibitors of human DNA polymerase iota | Pol iota fluorescent replication assay, 10 min | Potency, µM (top dose mostly 115 µM), for inactives: top-dose activity, negative = inhibition, most hits filed as inhibitors | hit rate 1% among 390,000 | AID 588590
#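 Pol iota at 10 nM preincubated 15 min with compounds at room temperature; reaction started with fluorescent substrate, 50 nM final. Fluorescence read kinetically at 0 and 10 min; buffer-only wells as negative control.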
# Pin1 inhibitor – blocks the human prolyl isomerase Pin1; Pin1 FP peptide displacement, HiFluor488, 10 min; Potency, µM (titrated, usually from 115 µM), for the others: at the top dose activity, negative = inhibition, usual class: inhibitors; hit rate 0.009% among 390,000; AID 504891; active = well fitted inhibition curve with a large enough effect in the polarisation, with a control signal flat, not every such curve was filed as active; inconclusive = small, poorly fitted or top-dose-only effect, or effect the other way, or a change in a side signal; inactive = no such curve, though single readings can be large or run the other way; the % refers to the polarisation; note: % is set by controls: 0 for no effect and ±100 for the full control effect
# GLS inhibitor – inhibitors of human glutaminase (GLS); O94925; GLS enzymatic activity, qHTS titration; Potency, µM (doses to about 45.5 µM), inactives show at the top dose activity change, negative = inhibition, usual class: inhibitors; hit rate 0.21% among 410,000; AID 624170; note: % is set by controls: 0 for no effect and ±100 for the full control effect
#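 Human kidney-isoform GLS in 45 mM KH2PO4 pH 8.2, 0.02% Tween-20, with compound, started with 1mM L-Glutamine (added stock). Glutamate oxidase/HRP/Amplex red coupled fluorescence read at start and after 30 min at RT.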
# BAZ2B block – inhibitors of human BAZ2B bromodomain. Q9UIF8. hit rate 4.4% among 360,000. AlphaScreen BAZ2B-H3K14Ac peptide displacement. AID 504333. Potency, µM (series often up to 114 µM), for the others: at the highest dose activity change, negative = inhibition, most hits filed as inhibitors; note: % is set by controls: 0 for no effect and ±100 for the full control effect; nearly all actives have a fitted effect of over 60% in size
#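 Inhibition is scored as reduced AlphaScreen emission. The BAZ2B/b-H3(5-23)K14Ac complex (50 nM each) in PBS pH 7.4, 0.01% Tween-20 meets compound (up to 110 uM) for 30 min at RT before bead addition.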
# G9a block – G9a (human) methyltransferase inhibition; hit rate 8.8% among 350,000; Q96KQ7; G9a H3K9 monomethylation, AlphaScreen, 2 h; Potency, µM (top dose mostly 102 µM), for the others: at the top dose activity, negative = inhibition, hits mostly inhibitors; note: % is set by controls: 0 for no effect and ±100 for the full control effect; nearly all actives have a fitted effect of over 75% in size
#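 Compounds were preincubated with 20 nM G9a for 15 min, after which biotinylated H3K9 peptide (500 nM) and SAM (20 uM) started a 2 h room-temperature reaction. Monomethylated product was quantified by antibody-based AlphaScreen chemiluminescence.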
# BLM helicase inh – blocks DNA unwinding by human BLM helicase; P54132; hit rate 0.2% among 350,000; Potency, µM (titrated, usually from 56.1 µM), for the others: at the top dose activity change, negative = inhibition, actives largely listed as inhibitors; recombinant BLM DNA unwinding, fluorescence dequenching; AID 2528;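 note: plate controls were vehicle for no effect and no enzyme for full effect; nearly all actives have a fitted effect of over 35% in size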
# JMJD2A Tudor inh – inhibitors of human JMJD2A Tudor domain; hit rate 4.4% among 390,000; Potency, µM (titrated, usually from 114 µM), for the others: at the highest dose activity change, negative = inhibition, usual class: inhibitors; O75164; AlphaScreen JMJD2A-Tudor / H3K4me3 peptide binding; note: % is set by controls: 0 for no effect and ±100 for the full control effect; nearly all actives have a fitted effect of over 50% in size
# PGK inhibitor – T. brucei PGK inhibition; P07378; PGK/GAPDH coupled, Kinase-Glo luminescence, 60 min; Potency, µM (doses to about 57.5 µM), inactives show at the top dose activity change, negative = inhibition, actives largely listed as inhibitors; hit rate 0.043% among 380,000; AID 602233; note: % is set by controls: 0 for no effect and ±100 for the full control effect; nearly all actives have a fitted effect of over 60% in size
#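 Recombinant glycosomal PGK reaction used 1,3-bisphosphoglycerate generated in-well by GAPDH (100nM final) in 100mM TEA pH 7.6, 5mM MgCl2, 0.01% Tween-20. After 60 minutes at room temperature, ATP was read by Kinase-Glo Plus luminescence end-point.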
# HP1b binding inh – blocks HP1-beta chromodomain binding to methylated histone tails; P83916; AlphaScreen HP1-beta / biotin-H3K9me3 peptide binding; Potency, µM (doses to about 114 µM), for the others: top-dose activity change, negative = inhibition, usual class: inhibitors; hit rate 0.56% among 390,000; note: nearly all actives have a fitted effect of over 70% in size; inactives centre near 23
#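 AlphaScreen: HP1-beta (50 nM) preformed 30 min with biotin-H3(1-18)K9me3 peptide (50 nM) in PBS pH 7.4, 0.01% Tween-20. Compound added for 30 min at RT, then streptavidin donor/nickel chelate acceptor beads (10 ug/mL) for 30 min.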
# Starred values were filed as active, the others as inactive; i = inactive; ? = inconclusive; . = no result given; [ ] = dose if it differs, or a comment. Unless noted, calls come from the whole dose curve; as a rule, active = well fitted curve in the direction sought with a large enough effect; inconclusive = small, poorly fitted or top-dose-only effect, or another doubt; inactive = no such curve, though single readings can be large; an effect the other way counts as inactive or inconclusive. Potency is the fitted concentration of half-maximal effect. Only part of the results is shown (hit frequency here may not be typical).
no.	Pin1 inhibitor	HP1b binding inh	BLM helicase inh	PGK inhibitor	Pol iota inh	BAZ2B block	GLS inhibitor	JMJD2A Tudor inh	G9a block	SMILES
1	-3%	13%	1%	-7%	7%	4%	13%	-8%	-2%[59 µM]	Cc1onc(-c2ccccc2Cl)c1C(=O)Nc1nc2ccc(S(C)(=O)=O)cc2s1
2	?	31%	0%	10%	52%[activator]	-14%	2%	8%	18%	CCCCNC(=O)CN1C(=O)c2cccc(N)c2C1=O
3	0%	52%[activator]	0%	1%	4%	-38%	6%	-7%	?	CCOC(=O)c1cnn(-c2ccccc2)c1NC(=O)CN1CCOCC1
4	-12%	31%[activator]	-2%	-5%	9%	-3%	-8%	-21%	-9%[59 µM]	O=C(CSc1ncn[nH]1)Nc1ccccc1Sc1ccccc1
5	4%	28%[57 µM]	-6%	i	24%	1%	-2%	-14%	2%[59 µM]	O=C(CN1C(=O)CCSc2ccc(S(=O)(=O)N3CCCC3)cc21)Nc1cccc(Cl)c1
6	-3%	26%	-6%	-3%	11%	-27%	-8%	-8%	4%[59 µM]	Cc1ccc(S(=O)(=O)N(C)C)cc1NC(=O)COC(=O)/C=C/c1ccc2c(c1)OCO2
7	1%	45%[activator]	-5%	-7%	?	-15%	-3%	0%	?	Cc1ccc(NC(=O)CCC(=O)N/N=C/c2ccc([N+](=O)[O-])o2)cc1C
8	-2%	24%	2%	-7%	19%	1%	0%	-2%	4%[59 µM]	O=C(/C=C\c1ccc2c(c1)OCO2)NC1CC(=O)N(c2ccc(F)cc2)C1 (centres undefined)
9	-8%	2%	-2%	5%	31%[activator]	-25%	5%	-24%	-9%	Cc1cc(C)cc(N(C(=O)CCC(=O)Nc2cc(C)on2)C(C(=O)NC2CCCC2)c2ccco2)c1 (centres undefined)
10	0%	45µM*	2%	0%	28%	50µM*	9%	20µM*	45µM*	Cc1cccc(CN2CCc3c([nH]c4ccccc34)C2)c1
11	0%	17%	-8%	1%	-22%	-21%	-3%	-14%	-44%[59 µM]	CCc1ccc(-n2c(=O)c3c4c(sc3n(CC(=O)N3CCCCC3CC)c2=O)CCC4)cc1 (centres undefined)
12	?	?	-13%	-22%	78%[activator]	50µM*	-29%	?	-1%	O=C(O)c1ccc(Cl)c(NC(=S)NC(=O)c2cccc(COc3ccccc3)c2)c1
13	3%	25%	-8%	-3%	19%	-2%	-3%	-8%	-4%[59 µM]	COc1ccc(-c2nnc(SCC(=O)Nc3ccc(C(C)C)cc3)nc2-c2ccc(OC)c(OC)c2)cc1OC
14	-1%	13%	-4%	i	-11%	-5%	2%	-13%	?	COc1cc(OC)c(-c2nnc(-c3ccc(OC)c(OC)c3OC)o2)cc1OC
15	-11%	15%	.	i	46%[activator]	.	-2%	-9%	.	NS(=O)(=O)c1cnccc1Nc1cccc(Br)c1
16	3%	?	4%	-3%	-5%	0%	11%	-32%[57.1 µM]	-2%	CCCCNC(=O)N1CCc2ccccc2C1
17	-10%	18%	-1%	6%	5%	-7%	13%	-15%	.	CC(=O)c1cc2c(cc1NC(=O)CCNC(=O)c1ccccc1Cl)OCO2
18	-4%	5%	.	-3%	20%	.	3%	-19%	.	Cc1ccc(NC(=O)CN2C(=O)NC3(CCCCC3)C2=O)cc1S(=O)(=O)N1CCOCC1
19	2%	15%	-5%	-1%	6%	.	-1%	-19%	20%	CSc1nnc(C)c(=O)n1COC(=O)c1cc(Cl)ccc1[N+](=O)[O-]
20	?	15%	-6%	i	-13%	8%	-6%	-12%	71µM*	COC(=O)/C=C1\C(=O)N(c2nc3ccccc3s2)C(=S)N1c1ccc(F)cc1
21	3%	67%[activator]	.	9%	16%	8%	-2%	6%	3%[0.501 µM]	CC(=O)c1ccc(Cl)c(Cl)c1Cl
22	-3%	17%	1%	-8%	-9%	0%	-7%	-9%	.	O=C(COc1ccccc1[N+](=O)[O-])Nc1ccc2oc(=O)ccc2c1
23	1%	145%	-15%	-13%	4%	85%[activator]	1%	78%[activator]	15%[59 µM]	CCCCSc1cnn(-c2ccccc2)c(=O)c1SCCCC
24	-3%	20%	-11%	i	19%	4%	0%	-14%	21%[59 µM]	COc1cccc(-n2nnc3c(=O)n(CC(=O)N4CCC(C)CC4)cnc32)c1

# In a second layout: 2 of the compounds above.
item	SMILES	Pin1 inhibitor	HP1b binding inh	BLM helicase inh	PGK inhibitor	Pol iota inh	BAZ2B block	GLS inhibitor	JMJD2A Tudor inh	G9a block
20	COC(=O)/C=C1\C(=O)N(c2nc3ccccc3s2)C(=S)N1c1ccc(F)cc1	?	15%	-6%	i	-13%	8%	-6%	-12%	71µM*
21	CC(=O)c1ccc(Cl)c(Cl)c1Cl	3%	67%[activator]	.	9%	16%	8%	-2%	6%	3%[0.501 µM]

# For convenience, 10 of the compounds above.
no.	Pin1 inhibitor	HP1b binding inh	BLM helicase inh	PGK inhibitor	Pol iota inh	BAZ2B block	GLS inhibitor	JMJD2A Tudor inh	G9a block	SMILES
15	-11%	15%	.	i	46%[activator]	.	-2%	-9%	.	NS(=O)(=O)c1cnccc1Nc1cccc(Br)c1
16	3%	?	4%	-3%	-5%	0%	11%	-32%[57.1 µM]	-2%	CCCCNC(=O)N1CCc2ccccc2C1
17	-10%	18%	-1%	6%	5%	-7%	13%	-15%	.	CC(=O)c1cc2c(cc1NC(=O)CCNC(=O)c1ccccc1Cl)OCO2
18	-4%	5%	.	-3%	20%	.	3%	-19%	.	Cc1ccc(NC(=O)CN2C(=O)NC3(CCCCC3)C2=O)cc1S(=O)(=O)N1CCOCC1
19	2%	15%	-5%	-1%	6%	.	-1%	-19%	20%	CSc1nnc(C)c(=O)n1COC(=O)c1cc(Cl)ccc1[N+](=O)[O-]
20	?	15%	-6%	i	-13%	8%	-6%	-12%	71µM*	COC(=O)/C=C1\C(=O)N(c2nc3ccccc3s2)C(=S)N1c1ccc(F)cc1
21	3%	67%[activator]	.	9%	16%	8%	-2%	6%	3%[0.501 µM]	CC(=O)c1ccc(Cl)c(Cl)c1Cl
22	-3%	17%	1%	-8%	-9%	0%	-7%	-9%	.	O=C(COc1ccccc1[N+](=O)[O-])Nc1ccc2oc(=O)ccc2c1
23	1%	145%	-15%	-13%	4%	85%[activator]	1%	78%[activator]	15%[59 µM]	CCCCSc1cnn(-c2ccccc2)c(=O)c1SCCCC
24	-3%	20%	-11%	i	19%	4%	0%	-14%	21%[59 µM]	COc1cccc(-n2nnc3c(=O)n(CC(=O)N4CCC(C)CC4)cnc32)c1

# New compounds follow:
no.	Pin1 inhibitor	HP1b binding inh	BLM helicase inh	PGK inhibitor	Pol iota inh	BAZ2B block	GLS inhibitor	JMJD2A Tudor inh	G9a block	SMILES
25	15%	35%	-6%	0%	26%	-7%	4%	-20%	9%[59 µM]	COc1ccc(Cn2c(=O)n(-c3ccccc3C)c(=O)c3c4c(sc32)CN(C(C)=O)CC4)cc1
26	3%	-13%	1%	i	?	-6%	-1%	-10%[11.4 µM]	8%[59 µM]	CC(=O)c1cc(F)c(N2CCN(C(=O)COc3ccccc3F)CC2)cc1C
27	12%	2%	-3%	-9%[11.5 µM]	-25%	-16%	4%	56µM*	10µM*	CCN(CC)C(=O)CSc1nc(C)cc(-c2cccs2)c1C#N
28	3%	30%	-1%	-6%	?	-3%	18%	-8%	?	CCC(C)[C@H](NC(=O)Nc1ccc2c(c1)OCCO2)C(=O)O (some centres undefined)
29	-3%	-4%	-4%	-2%	109%[activator]	0%	2%	-10%	4%	Cc1ccc(OCC(=O)Nc2ccc(N3CCN(S(C)(=O)=O)CC3)cc2)cc1C
30	-1%	17%	-2%	-5%	6%	-2%	0%	-19%	-2%[59 µM]	O=C(NCc1cccc(F)c1)C1CCCN(C(=O)N2CCOc3ccccc32)C1 (centres undefined)
31	15%	12%	0%	-1%	60%[activator]	-1%	-2%	-3%	-5%	Cc1ccc2c(c1C)NC(=O)CC(c1ccccc1O)=N2
32	?	-11%	?	-8%	11µM*	45µM*	?	50µM*	-49%[12.7 µM]	CCCCc1cc(=O)oc2cc(C)c(CN3CCCC3)c(O)c12
33	1%	33%	-3%	.	-8%	?	3%	-17%	-6%[59 µM]	CCc1ccc(CN(Cc2ccco2)C(=O)c2cc(-c3ccc(C)c(F)c3)on2)cc1
34	-2%	63%[activator]	0%	-9%	31%[activator]	-24%	-2%	-5%	5%	Cc1ccc(-n2nc3c(c2NC(=O)c2ccc4c(c2)OCO4)CS(=O)(=O)C3)c(C)c1
35	3%	41%[activator]	-4%	-9%	71%[activator]	4%	-18%	0%	-1%[0.501 µM]	Cc1ccc(C)c(NC(=O)CCN2CCCCC2)c1
36	-1%	53%[activator]	-16%	i	-4%	-2%	-4%	-11%	?	CC1(C)O[C@@H]2C[C@H]3[C@@H]4CCC5=CC(=O)C=C[C@]5(C)[C@@]4(F)[C@@H](O)C[C@]3(C)[C@]2(C(=O)CO)O1
37	-1%	-25%	-8%	-1%	62%[activator]	?	6%	?	?	CCNc1nc(-c2cc3ccccc3o2)cs1
38	8%	19%	1%	-8%	12%	-11%	7%	-9%	-21%[59 µM]	CCOC(=O)C(O)(CC(=O)c1ccc(OC)cc1)C(F)(F)F (centres undefined)
39	-4%	47%[activator]	0%	2%	?	14%	6%	-3%	22%[2.33 µM]	Clc1cc2nc(-c3cccnc3Cl)[nH]c2cc1Cl
40	-4%	0%	1%	1%	37%[activator]	-12%	4%	-6%	-11%	Cc1ccc(NC(=O)CSc2nnc(-c3ccoc3C)n2CCCN(C)C)cc1Cl
41	0%	49%[activator]	3%	-1%	19%	-4%	-12%	-4%	4%[59 µM]	Clc1cccc(Cl)c1CSc1nnc2ccccn12
42	-2%	32%	1%	3%	15%	-1%	0%	-14%	9%[12.7 µM]	COC(=O)c1cn(NC(=O)c2ccncc2)c(=O)c2ccccc12
43	-5%	25%	-1%	i	-1%	-6%	0%	-16%	?	CCC(=O)NC(=S)Nc1ccc(NC(=O)c2ccc([N+](=O)[O-])cc2)cc1
